# GPR151 ag: activators of human GPR151; Q8TDV0; PathHunter beta-arrestin GPR151 cells, luminescence; activation, % at 11.2 µM; hit rate 1% among 650,000; in the data active = activation above about 4.9%;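 note: 0% = median of compound wells and 100% = cells with positive control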
# MITF primary: inhibitors of human MITF; AlphaScreen MITF homodimerization, bead proximity signal; inhibition, % at 2.6 µM; hit rate 0.91% among 650,000; AID 1259374; in the data active = inhibition above about 50%;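 note: 0% = vehicle wells with protein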
# TEAD-YAP block: TEAD-YAP interaction inhibition; HEK-TIYL cells, TEAD-Gal4/YAP UAS-luciferase luminescence; inhibition, % at 9.12 µM; hit rate 1.4% among 640,000; in the data active = inhibition above about 32%;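 note: 0% = median of test compound wells and 100% = reference inhibitor wells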
# FBW7 act: activators of human E3 ligase FBW7 | normalized activity (activation), % at 26.1 µM | AlphaScreen FBW7–phospho-cyclin E peptide binding, activator screen | AID 1259310 | hit rate 0.13% among 650,000; in the data active = normalized activity above about 1.9%;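 note: purified mutant Fbw7 with reduced substrate affinity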
# Target sequence (Q969H0 whole entry, looked up): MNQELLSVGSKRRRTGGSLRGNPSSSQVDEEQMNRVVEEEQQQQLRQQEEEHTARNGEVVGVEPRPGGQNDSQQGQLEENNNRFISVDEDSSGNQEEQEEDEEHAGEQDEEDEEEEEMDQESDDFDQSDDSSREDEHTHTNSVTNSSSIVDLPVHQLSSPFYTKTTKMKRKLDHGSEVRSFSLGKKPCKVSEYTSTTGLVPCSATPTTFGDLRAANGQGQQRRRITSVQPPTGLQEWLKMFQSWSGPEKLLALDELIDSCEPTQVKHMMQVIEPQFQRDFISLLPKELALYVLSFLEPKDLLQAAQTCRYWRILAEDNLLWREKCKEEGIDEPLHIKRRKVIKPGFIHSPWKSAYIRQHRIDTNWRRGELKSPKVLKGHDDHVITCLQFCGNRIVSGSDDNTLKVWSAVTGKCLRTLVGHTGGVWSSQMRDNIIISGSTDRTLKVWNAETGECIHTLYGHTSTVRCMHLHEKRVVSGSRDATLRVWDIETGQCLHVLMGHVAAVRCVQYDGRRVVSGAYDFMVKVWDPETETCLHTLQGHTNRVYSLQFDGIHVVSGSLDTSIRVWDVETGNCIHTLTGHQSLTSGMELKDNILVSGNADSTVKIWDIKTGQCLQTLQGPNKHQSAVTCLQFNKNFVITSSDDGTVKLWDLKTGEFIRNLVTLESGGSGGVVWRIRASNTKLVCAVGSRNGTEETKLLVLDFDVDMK
# Starred values were filed as active, the others as inactive; & = joins results of further samples.
Molecule	GPR151 ag	MITF primary	TEAD-YAP block	FBW7 act
COc1ccc(OCC(O)CN2CC(C)OC(C)C2)cc1 (stereo unspecified)	-0.4	2.5	-0.1	-0.2
CCSc1nc2c(c(=O)n1CC1CCCC1)C1(CCCC1)Cc1ccccc1-2	0.3	5.8	8.8	-0.1
CCc1ccc(NC(=O)CSc2nnc(-c3cccc(N)c3)n2C)cc1	0.4	-0.8	-1.2	-0.3
CCOC(=O)/C(C#N)=C(\O)c1ccc(NC(=O)c2ccccc2Cl)cc1	0.2	14.7	9.1	0.0
COC(=O)c1cc(-c2ccc([N+](=O)[O-])cc2)c2c(=O)n(C)c(=O)n(C)c2n1	-0.1	1.6	-4.5	-0.1
CCOc1ccc(C(=O)Nc2ccc(NC(=O)CC)cc2)cc1Br	0.0	-13.2	-5.6	-0.1
c1ccc2ncc(-n3cnnn3)cc2c1	-0.7	10.6	11.7	0.1
COc1cc2c(cc1/C=C1/NC(=O)N(c3cccc(Cl)c3)C1=O)OCO2	8.5*	1.0	11.2	-0.1
COc1ccc(C(=O)NC(=S)Nc2ccc(NC(=O)c3ccco3)cc2)cc1	0.9	0.9	-11.4	-0.1
CCN(CC)S(=O)(=O)c1ccc(N2Cc3ccccc3C2=NC(=O)CCl)cc1	-1.3	-13.2	4.8	0.0
CCOC(=O)c1cnc(SCC(=O)c2cc(F)ccc2OC)nc1N	-0.4	2.0	-4.9	0.1
O=C(Nc1ccc(Cl)c(Cl)c1)N1N=CCC1c1ccccc1 (stereo unspecified)	-1.6	10.5	-8.6	0.1
CC1(C)CC(=O)C2=C(C1)N(Cc1ccccc1)C(=O)C2(NC(=O)C(C)(C)C)C(F)(F)F (stereo unspecified)	-0.6	0.9	7.1	-0.1
CCC(C)(C)n1nnnc1C(c1ccc(OC)c(OC)c1)N1CCN(C)CC1 (stereo unspecified)	1.2	2.0	-6.4	0.0
NS(=O)(=O)c1ccc(-c2cc(NC(=O)C3COc4ccccc4O3)ccn2)cc1 (stereo unspecified)	-0.6	18.8	-9.0	0.3
O=C(Nc1ccccc1C(F)(F)F)c1ccc(F)cc1	-1.1	2.2	-7.0	0.2
COc1ccc(Cl)cc1C(=O)NCc1ccc(F)cc1	0.5	5.9	3.6	0.0
COC(=O)CSc1nnc2n(-c3ccccc3)c(=O)c3c4c(sc3n12)COC(C)(C)C4	-0.2	4.0	3.0	-0.1
COc1ccc(CCn2c(-c3ccc(C4CCCCC4)cc3)csc2=Nc2cccc(C(F)(F)F)c2)cc1	-0.5	-3.2	-7.9	0.0
CN1CCN(C(=O)Nc2ccc(Cl)cc2)CC1	-0.8	-1.4	-19.8	-0.1
O=C(Nc1nnc(SC/C=C/c2ccccc2)s1)C1COc2ccccc2O1 (stereo unspecified)	0.6	-10.9	-2.1	0.1
COc1ccc(CCNc2cc(C)nc(NCc3ccc4c(c3)OCO4)n2)cc1	-0.6	-10.1	17.8	-0.1
COc1ccc(C2CC(c3cccs3)=NN2C(=O)CSc2nnc(CNC(=O)c3ccco3)n2Cc2ccccc2)cc1 (stereo unspecified)	0.7	-3.8	2.6	-0.2
CCOC(=O)C1(CC)NC(c2ccccc2F)C2C(=O)N(CC)C(=O)C21 (stereo unspecified)	0.0	0.8	-2.3	0.0
O=C(CCSc1ccc(F)cc1)Nc1ccc(S(=O)(=O)Nc2ncccn2)cc1	-0.8	14.8	5.4	0.1
CCOc1cccc2c1OC(c1ccc(OC)cc1)N1N=C(c3ccc(C)o3)CC21 (stereo unspecified)	-1.9	-4.2	-11.9	0.0
O=C(Nc1ccc2oc(-c3ccncc3)nc2c1)c1sc2ccccc2c1Cl	0.1	-10.6	0.1	-0.1
Cc1nn(-c2cccc(Cl)c2)c2c1C(=O)C1C(=O)CCCC1N2 (stereo unspecified)	-0.8	7.2	-8.2	-0.1
CCOC(=O)c1ccc(Nc2c(-c3ccc(OC)cc3)c(=O)c2=O)cc1	-2.1	-0.1	-13.2	-0.2
CC1CCCN(c2nc3c(c(=O)[nH]2)CN(Cc2ccccc2O)CC3)C1 (stereo unspecified)	-0.4	1.4	-4.5	-0.2
CCOc1ccc(C(=O)N(Cc2cccs2)C2CCS(=O)(=O)C2)cc1 (stereo unspecified)	1.5	9.0	3.4	0.0
C/C(=N\NC(=O)Cc1c[nH]c2ccccc12)c1ccc2ccccc2c1	-0.2	-13.3	7.7	0.0
CCN(CC)C(=O)C1CCN(Cc2ccc(C)cc2)CC1	-0.7	32.3	6.7	0.7
CC1=CCC2C(=O)N(c3cccc(C(=O)OCC(=O)c4ccc(Cl)cc4)c3)C(=O)C2C1 (stereo unspecified)	-0.3	-4.8	2.0	0.1
CC(C)(C)c1ccc(-c2cc(C(=O)NCc3ccccc3Cl)c3ccccc3n2)cc1	-0.2	3.3	4.2	-0.1
CCOC(=O)c1c(-c2ccccc2)csc1NC(=O)c1ccc(Cl)cc1	-1.3	-8.2	4.3	0.0
CCc1nn2cc(-c3ccccc3)nc2s1	-9.9	10.3	74.3*	0.2
Oc1ccc(-c2nc3ccccn3c2NCc2ccco2)cc1	-1.6	9.3	9.1	0.2
COc1ccccc1-n1c(CNC(=O)c2ccc(S(=O)(=O)N(C)C)cc2)nnc1SCC(=O)Nc1ccc(F)cc1	1.0	19.9	6.6	0.1
COc1ccccc1NC(CNS(=O)(=O)c1ccc(Cl)cc1)c1ccccc1 (stereo unspecified)	4.5	-0.7	-2.0	-0.2
O=C(Cc1cccs1)N/N=C\c1ccc([N+](=O)[O-])cc1	-1.1	9.9	9.9	0.3
COc1ccc(-c2ccc(NC(=O)c3ccc(OC)c(OC)c3)cc2)nn1	-0.4	-3.6	-7.0	-0.1
CCOC(=O)c1c(C)oc2c(Br)cc(NS(=O)(=O)c3ccc(C)cc3C)cc12	1.9	-9.3	-3.4	0.0
CC(NC(=O)/C(=C/c1ccc(-c2ccc(Cl)cc2)o1)NC(=O)c1ccc(Cl)cc1)c1ccccc1 (stereo unspecified)	0.1	8.5	3.2	-0.1
O=C(Cc1csc2nc(-c3ccccc3)cn12)NCc1ccco1	0.0	5.0	-9.0	0.1
CCOc1ccc(/C=C2/SC(N3CCOCC3)=NC2=O)cc1OCC	0.3	-0.6	-5.5	-0.1
CCCNC(=O)c1ccc2c(c1)NC(=O)C(CSCc1ccccc1C)N2 (stereo unspecified)	-1.3	6.4	6.8	0.5
COCCn1c(-c2ccc(Cl)cc2)nn(CN(C)Cc2ccc(C)o2)c1=S	0.6	-0.7	-4.5	0.0
N#C/C(=C\c1c(Oc2ccc(F)cc2)nc2ccccn2c1=O)S(=O)(=O)c1ccccc1	3.9	-3.5	10.3	-0.1
COc1ccc(-n2nc(C(=O)NCCN3CCOCC3)c3ccccc3c2=O)c(OC)c1	1.4	6.3	1.6	0.1
COc1ccc2c(c1)sc1nc(-c3cc4cccc(OC)c4oc3=O)cn12	-0.5	-18.2	24.8	0.3
COCCNC(=S)N(CCCO)Cc1cc2cc(OC)ccc2[nH]c1=O	-0.6	2.6	9.5	0.1
CCOc1ccc(CCNC(=O)Cn2nc(-c3ccccc3)c3ccccc3c2=O)cc1OCC	0.5	7.8	7.0	0.1
NC(=O)c1ccc(-c2nc3ncnc(Nc4ccc(N5CCOCC5)cc4)c3[nH]2)cc1	-0.2	11.8	24.1	-0.3
CC(=O)Nc1ccc(N2C(=O)CC(N3CCC(O)(c4ccc(Br)cc4)CC3)C2=O)cc1 (stereo unspecified)	-1.3	-17.7	-6.3	0.1
O=S(=O)(NCCc1ccccc1F)c1ccc(S(=O)(=O)NC2CC2)cc1	-0.1	-6.8	1.8	-0.2
Cc1nn(C)cc1CN1CCC(n2nccc2NC(=O)CCCc2ccccc2)CC1	1.3	-3.5	10.3	0.1
CCNC(=S)N1CCn2cccc2C1c1ccc(F)cc1 (stereo unspecified)	-1.8&-1.4	11.2&20.3	4.5&3.0	0.0&0.1
Cc1cccc(NC(=O)CCN2CC(C)OC(C)C2)c1 (stereo unspecified)	0.1	-1.7	-6.5	-0.2
CCOC(=O)C(CC)Sc1nnc(-c2ccc(F)cc2)o1 (stereo unspecified)	-4.9	3.6	-11.4	0.5

# Next compounds
Molecule	GPR151 ag	MITF primary	TEAD-YAP block	FBW7 act
CC1C2CC(C(S(=O)(=O)N3CCOCC3)/C2=N/O)C1(C)C (stereo unspecified)	0.3	15.2	-7.5	0.0
CC(=O)Nc1ccc(NC(=O)CSc2nc(N)c3c(C)c(C)sc3n2)cc1	-1.0	1.2	13.4	-0.1
CC1CN(Cc2cc(=O)[nH]c(C3CC3)n2)CC(C)O1 (stereo unspecified)	-1.0	1.9	2.2	0.0
C=CCNC(=S)N1CCN(S(=O)(=O)c2ccc(F)cc2)CC1	-1.2	1.8	2.4	-0.1
CN1CCN(NC(=O)c2cccc(Br)c2)CC1	1.1	6.0	-13.6	0.1
O=C(NC(c1ccc(F)cc1)c1ccccn1)C1CCN(C(=O)NC2CCCCC2)CC1 (stereo unspecified)	-0.2	-19.1	1.3	-0.1
COc1ccc(CC2(C)NC(=O)NC2=O)cc1OC (stereo unspecified)	0.3	2.7	-3.7	-0.1
CC(C)(C)NC(=O)CN(Cc1cccnc1)C(=O)c1snc(C(N)=O)c1N	0.2	15.1	6.6	0.0
Cc1ccc(S(=O)(=O)N(C(=O)NC(=O)Nc2ccc(I)cc2)c2ccc(Cl)cc2)cc1	-1.8	-15.7	-5.8	0.2
CCOC(=O)CC1C(=O)NCCN1Cc1ccc(F)c(F)c1 (stereo unspecified)	-0.4	-0.2	2.7	-0.1
O=C(O)CCC(=O)NNC(=O)c1ccc(Cl)cc1	0.0	6.1	1.9	0.9
COc1ccc2ccccc2c1/C=C1\C(=O)NN(c2ccc(Cl)cc2)C1=O	-0.3	-7.8	-4.6	-0.2
COc1ccc(CC(C(=O)O)C(=O)O)cc1OC	1.4	1.2	3.9	-0.6
COCCCNc1nccn2c(-c3cccc(CO)c3)cnc12	-1.3	-8.7	22.9	-0.6
O=C1c2ccc(Cl)cc2C(=O)N1c1cc(Cl)ccc1Cl	0.3	11.9	14.2	0.2
O=C1OCCN1CCNc1ccc([N+](=O)[O-])cc1	1.5	-1.5	-3.7	-0.1
N#CC1=C(N)N(c2ccccc2C(F)(F)F)C2=C(C(=O)CCC2)C1c1ccsc1 (stereo unspecified)	1.1	3.9	8.4	0.0
COc1ccc(N2CC(NC(=O)N(Cc3ccccc3)c3ccccc3)CC2=O)cc1OC (stereo unspecified)	-0.1	11.6	2.6	0.2
CN1CCc2cccc3c2C1Cc1ccc(O)c(O)c1-3 (stereo unspecified)	-1.3&-0.1	11.0&-15.3	-1.4&-9.6	-0.1&-0.2
O=c1c2sccc2nc(SCc2cccnc2)n1CCc1ccccc1	2.4	12.8	7.7	0.1
COc1ccc(NC(=O)CCS(=O)(=O)c2ccc(OC)cc2)cc1	0.1	0.4	13.1	0.0
O=C(NCc1ccccc1Cl)c1nnc(-c2ccccc2)o1	5.0*	6.0	-13.6	0.0
CCOC(=O)c1ccccc1NC(=O)Cn1cnc2sc(C)c(C)c2c1=O	1.1	34.5	8.4	0.1
CCCNS(=O)(=O)c1ccc(OC)c(Cl)c1Cl	0.0	9.0	6.9	0.1
COc1ccc(NC(=O)CCOc2cccc(C)c2)c(OC)c1	-1.6	17.5	5.3	0.0
CCN(CC)c1ccc(/C=C(/C#N)c2nc3ccccc3[nH]2)o1	-0.9	10.0	8.9	-0.1
C/C(=N/OC(=O)C1CC1c1ccccc1)c1ccccc1 (stereo unspecified)	0.7	16.3	1.9	0.6
COc1ccc(OC)c(C=C2C(=O)OC(C)(c3ccccc3)OC2=O)c1 (stereo unspecified)	0.6	22.2	-8.3	-0.1
Cc1ccc(S(=O)(=O)Nc2n[nH]c3nc(C)cc(C)c23)cc1	-1.1	-1.0	2.2	-0.2
Cn1c(SCC(=O)Nc2ccc(F)cc2)nc2c(oc3ccccc32)c1=O	0.1	6.2	-2.4	0.0
COc1cccc(N2C(=O)/C(=C/c3ccc(N4CCOCC4)cc3)C(=O)NC2=S)c1	1.5	7.1	-2.0	-0.2
CCOc1ccc(C2Nc3cccc4cccc(c34)N2)cc1OC	-0.5	3.2	7.2	-0.2
CSCCNc1nc2nonc2nc1N1CCCCCC1	0.7	12.8	1.5	0.5
CCOc1ccc2nc(SCC(=O)Nc3ccccc3C(N)=O)sc2c1	-0.7	11.3	-19.1	0.1
Cc1ccccc1NC(=O)/C(C#N)=C\c1cccnc1	2.6	-2.7	-0.8	0.0
CCC(C)C(=O)NCc1nnc2n1CCN(Cc1ccc(C#CC(C)(C)O)cc1)CC2 (stereo unspecified)	2.3	-0.1	-6.6	0.0
COc1ccc(-n2c(SCC(=O)NC3CCCCC3)nc3ccsc3c2=O)cc1	-1.8	9.9	-5.5	0.3

# Single records, from the list above. Order of values: GPR151 ag, MITF primary, TEAD-YAP block, FBW7 act
# Shown for CCOc1ccc2nc(SCC(=O)Nc3ccccc3C(N)=O)sc2c1 → -0.7, 11.3, -19.1, 0.1
# Shown for CCC(C)C(=O)NCc1nnc2n1CCN(Cc1ccc(C#CC(C)(C)O)cc1)CC2 (stereo unspecified) → 2.3, -0.1, -6.6, 0.0
# Shown for COc1ccc(-n2c(SCC(=O)NC3CCCCC3)nc3ccsc3c2=O)cc1 → -1.8, 9.9, -5.5, 0.3
# Shown for Cn1c(SCC(=O)Nc2ccc(F)cc2)nc2c(oc3ccccc32)c1=O → 0.1, 6.2, -2.4, 0.0

# Compound activity deposited in PubChem by The Scripps Research Institute Molecular Screening Center.
